TbREL1 inh = TbREL1 RNA ligase inhibitors, primary screen, biochemical, FRET fluorescence. TbREL1 RNA ligation. inhibition, % at 9.66 µM. hit rate 0.49% among 89,000. AID 1117264, 2014;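 active means inhibition above the mean inhibition across all screened compounds plus 3 SD, cut at about 11% in these data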;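 further: 0% = plate median of test wells and 100% = NSC42067 control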
Target sequence (P86926 whole entry, looked up): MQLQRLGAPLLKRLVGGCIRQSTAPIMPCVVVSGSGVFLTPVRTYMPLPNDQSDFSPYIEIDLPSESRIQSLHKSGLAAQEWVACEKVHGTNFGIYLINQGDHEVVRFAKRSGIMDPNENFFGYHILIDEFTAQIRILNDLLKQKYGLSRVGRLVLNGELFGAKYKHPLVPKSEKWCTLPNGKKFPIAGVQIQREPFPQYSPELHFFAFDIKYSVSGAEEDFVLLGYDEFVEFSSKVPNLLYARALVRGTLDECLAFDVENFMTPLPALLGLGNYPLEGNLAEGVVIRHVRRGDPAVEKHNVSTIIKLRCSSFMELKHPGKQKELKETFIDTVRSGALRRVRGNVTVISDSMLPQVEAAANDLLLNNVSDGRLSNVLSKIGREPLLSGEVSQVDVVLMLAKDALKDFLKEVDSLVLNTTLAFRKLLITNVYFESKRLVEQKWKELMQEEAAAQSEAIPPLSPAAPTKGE
The depositor's hits bear a star.

entry	TbREL1 inh	Molecule
1	-1	Cc1cc(C)c2sc(NC(=O)c3ccc(N4C(=O)CCC4=O)cc3)nc2c1
2	4	O=C(NCC1CC1)c1cccc2c1C(=O)c1ccc(-c3ccc(OC(F)(F)F)cc3)cc1S2(=O)=O
3	2	O=C(Cn1cc(C(F)(F)F)cc(Cl)c1=O)NCc1ccccc1
4	5	Cn1c(SCC(=O)OC2CCCCC2)nnc1-c1ccco1
5	4	CC(=O)N1[C@H](Cc2ccccc2)C=C[C@]1(C)C(=O)NCCN1CCOCC1
6	0	CCOc1ccc(OCC)c(NC(=O)C2CCCN(S(=O)(=O)c3cccs3)C2)c1 (stereo unspecified)
7	0	CCOc1ccccc1NC(=O)NCCCCc1ccccc1
8	-2	N#Cc1ccc(OCC(=O)N2CCN(S(=O)(=O)c3cccs3)CC2)cc1
9	-1	CN1CCC(=O)N([C@H](CSc2ccccc2)Cc2ccccc2)CC1
10	0	COc1ccc(OC)c(-c2cc(C(=O)Nc3c(C)nn(Cc4ccc(Cl)cc4)c3C)no2)c1
11	-2	Cn1c(CCNC(=O)c2ccco2)nc2cc(NS(=O)(=O)c3ccc(Cl)cc3)ccc21
12	4	O=C1c2oc3ccccc3c(=O)c2C(c2ccc(O)cc2)N1c1nccs1 (stereo unspecified)
13	1	Cc1ccccc1SCC(=O)OCC(=O)NCc1ccccc1
14	13*	Cc1ccc(-c2c[n+](Cc3ccc(Cl)c(Cl)c3)c3n2CCC3)cc1
15	-2	N#Cc1ccccc1OCC(=O)NC1CCCCC1

Four compounds already listed, ordered by molecular weight, high to low.
entry	TbREL1 inh	Molecule
8	-2	N#Cc1ccc(OCC(=O)N2CCN(S(=O)(=O)c3cccs3)CC2)cc1
12	4	O=C1c2oc3ccccc3c(=O)c2C(c2ccc(O)cc2)N1c1nccs1 (stereo unspecified)
3	2	O=C(Cn1cc(C(F)(F)F)cc(Cl)c1=O)NCc1ccccc1
15	-2	N#Cc1ccccc1OCC(=O)NC1CCCCC1

Next section:
entry	TbREL1 inh	Molecule
16	-1	CC(CC(=O)Nc1ccc(S(=O)(=O)N2CCOCC2)cc1)c1ccccc1 (stereo unspecified)
17	2	CC(=O)Nc1ccc2c(c1)n(C)c(=O)n2C
18	-2	c1ccc(CCNc2ccc3nncn3n2)cc1
19	7	O=C(NC(=O)c1ccccc1)NC(=O)c1ccccc1
20	-4	Cc1ccc(-c2csc(=S)n2CC(=O)OCC(=O)NC(C)C(C)C)cc1 (stereo unspecified)
21	-2	COc1ccc(C(=O)OCC(=O)Nc2ccc(OC(F)F)cc2)c(OC)c1
22	2	O=C(CCc1ccc(O)cc1)c1c(O)cc(O)cc1O
23	2	CCC1CCC(C(=O)NC(C(=O)NCCCN2CCCCC2C)C(C)C)CC1 (stereo unspecified)
24	5	O=C(NCc1ccc2c(c1)OCO2)c1ccc(Br)s1
25	-3	CCCCNC(=O)c1ccccc1NC(=O)c1ccccc1N(C)S(C)(=O)=O
26	1	COc1ccc(C2C(C(=O)N3CCN(c4ccccn4)CC3)CCC(=O)N2c2ccc(OC)cc2)cc1 (stereo unspecified)
27	-2	CCOc1ccc2cc(C3CC(c4ccco4)=NN3S(=O)(=O)c3ccccc3)c(Cl)nc2c1 (stereo unspecified)
28	0	CC(C)C(=O)OCc1cn(-c2ccc(Cl)c(Cl)c2)nn1
29	1	CC(=NNC(=O)c1ccncc1)c1cccc(Cl)c1
30	-1	Cc1ccc2cc(C=O)c(N(C)C)nc2c1
31	-5	O=C(Nc1ccc(Oc2ccccc2)cc1)C1CCN(c2c3c(nc4ncnn24)CCC3)CC1
32	-1	N#Cc1nc(Cc2ccccc2)oc1NCc1ccccc1
33	-2	CN(CCc1ccccn1)C(=O)c1ccc(OC2CCN(Cc3ccccn3)CC2)cc1
34	-1	CCOC(=O)c1cnc(SCc2nc(N)nc(Nc3ccc(F)cc3)n2)nc1N
35	-2	O=C(CCN1C(=O)c2ccccc2C1=O)NCCC1=CCCCC1
36	6	CCCCOCCCNC(=O)C[C@@H]1C[C@@]2(C(=O)OCC)CCCC=C2N(Cc2ccc3c(c2)OCO3)C1=O
37	6	CCc1ccc2c(c1)Sc1ccccc1CC2N1CCN(C)CC1 (stereo unspecified)
38	2	Cc1csc(NC(=O)c2ccc(S(=O)(=O)N3CCCC3)cc2)n1
39	5	COc1ccc(N2C(=O)c3ccc(C(=O)Nc4ccccc4OC)cc3C2=O)cc1
40	-1	COc1ccc(/C=N/Nc2ncnc3scc(-c4ccccc4)c23)cc1OC
41	-1	Cc1cc(NC(=O)c2cc(-c3ccco3)on2)n(-c2ccccc2)n1
42	-1	Cc1ccc(C=Nn2c(-c3n[nH]c4c3CCC4)n[nH]c2=S)o1
43	-2	COC(=O)[C@@H]1C[C@]2(OC(=O)c3ccccc3)C=CC(=O)C[C@@H]2N1C(=O)OCc1ccccc1
44	-3	COc1ccc(Cl)cc1NC(=O)CN(C)C(=O)Cc1ccsc1
45	0	CC1(C)CC(=O)C2=C(C1)Nc1ncnn1C2c1ccccn1 (stereo unspecified)
46	-1	Cc1n[nH]c(=O)c2c(NC(=O)CSc3nnc(-c4ccncc4)n3C)oc(C)c12
47	-2	O=C(Cn1ccc([N+](=O)[O-])n1)N1CCc2ccccc21
48	0	COc1cc(NC(=O)[C@@H](Cc2ccccc2)NC(=O)[C@H]2O[C@@H](n3ccc(=O)[nH]c3=O)[C@H](O)[C@@H]2O)cc(OC)c1OC
49	0	COc1ccc(S(=O)(=O)N2CCCCCC2)cc1NS(=O)(=O)c1cc(C(=O)O)cc(C)c1C
50	0	COC(=O)Cc1csc(NC(=O)c2ccc3ncsc3c2)n1
51	0	Cc1nc(-c2cccc(-c3noc(C)n3)c2)no1
52	2	COc1ccc(C(=O)Nc2ccc(NC(=O)CSc3nnc(-c4ccncc4)n3C)cc2)cc1
53	-2	O=C(CN(c1ccccc1)S(=O)(=O)c1ccccc1)NCCSCc1ccco1
54	-2	O=C(NN=Cc1ccccc1Cl)c1ccc(-n2cnnn2)cc1
55	4	Cc1ccc2nc(SCC(=O)N3CCC(C)CC3)nc(=O)n2c1
56	0	CCCC(=O)C1=C(N2CCCCC2)CC(C)(C)C(C(=O)OC)C1=O (stereo unspecified)
57	-1	O=c1[nH]cc(S(=O)(=O)c2ccccc2)[nH]1
58	-1	COc1ccccc1N1CCN(C2CCCN(C(=O)Cn3cccn3)C2)CC1 (stereo unspecified)
59	-1	COc1ccc(C(=O)NC(CC(C)C)C(=O)O)cc1 (stereo unspecified)
60	-3	CCCC(=O)C1=C(O)C(C(=O)OC)C(C)(C)CC1=Nc1ccncc1 (stereo unspecified)
61	-7	S=c1[nH]nc(-c2ccco2)n1/N=C/c1ccc(Cl)cc1Cl
62	3	O=C(/C=C/c1cn(CC(O)CN2CCCCC2)c2ccccc12)c1ccccc1 (stereo unspecified)
63	1	O=C(NCc1ccccn1)c1cn(CCc2ccccc2)nn1
64	-1	O=C(CSc1ncccn1)N1CCC(Cc2ccccc2)CC1
65	5	O=C(NCCc1ccccc1)[C@@H]1CC=C[C@@H]2CCN(Cc3ccc(Cl)c(Cl)c3)C(=O)[C@@H]21
66	4	Cn1cc([N+](=O)[O-])c(C(=O)N/N=C/c2ccccc2)n1
67	-1	COC(=O)c1c(NC(=O)CN2CCN(c3ccccc3OC)CC2)c2c(C)cccc2n1C
68	-2	CNc1c(NS(=O)(=O)c2ccc(OC)c(Cl)c2)c(=O)oc2ccccc12
69	1	CN(C)[C@H]1CCN(c2ccc3c(c2)O[C@@H]2CCN(C2)S3(=O)=O)C1
70	4	CC(=O)Nc1ccc2c(CSc3nnc(-c4cccnc4)n3-c3ccc(C)cc3C)cc(=O)oc2c1
71	-3	COc1ccc(N2CCN(C(=O)Cn3c(=O)[nH]c4ccccc4c3=O)CC2)cc1
72	7	COc1ccccc1-n1nnnc1SCC(=O)Nc1ccccn1
73	7	COc1ccc2c(c1)CC[C@@H]1[C@@H]2CC[C@]2(C)[C@@H](C(C)=O)C[C@@H]12
74	-4	Cc1ccc(S(=O)(=O)N2CCN(c3ccccc3)CC2)cc1C(=O)NC1CCCCC1
75	-3	COc1ccc(-c2csc(NC(=O)c3ccc(S(C)(=O)=O)cc3)n2)cc1

Laid out differently: entries from further up.
67: COC(=O)c1c(NC(=O)CN2CCN(c3ccccc3OC)CC2)c2c(C)cccc2n1C
  TbREL1 inh: -1
68: CNc1c(NS(=O)(=O)c2ccc(OC)c(Cl)c2)c(=O)oc2ccccc12
  TbREL1 inh: -2
69: CN(C)[C@H]1CCN(c2ccc3c(c2)O[C@@H]2CCN(C2)S3(=O)=O)C1
  TbREL1 inh: 1
70: CC(=O)Nc1ccc2c(CSc3nnc(-c4cccnc4)n3-c3ccc(C)cc3C)cc(=O)oc2c1
  TbREL1 inh: 4

Later entries:
entry	TbREL1 inh	Molecule
76	-3	CS(=O)(=O)N(Cc1ccc(Cl)cc1)c1ccc(C(=O)Nc2cccnc2)cc1
77	0	CC1(C)Cc2c(sc3nc4n(-c5ccccc5)cnn4c(=O)c23)CO1
78	0	COc1cc2c(cc1OC)C(=O)N1[C@H]3c4cc(C)ccc4OC[C@@H]3[C@H](c3ccccc3)[C@]1(C)C(=O)N2
79	6	COc1cc(C)c(CN2CCN(c3ncccn3)CC2)cc1C
80	1	Cc1cc(Br)cn2c(Cc3ccsc3)c(C(C)(C)C)nc12
81	0	CCN(C(=O)C1CCCN1S(=O)(=O)c1cccnc1)c1ccccc1 (stereo unspecified)
82	3	O=C(NC1CC1)c1ccc2c3c(cccc13)CC2
83	0	Cc1ccc(S(=O)(=O)Nc2cccc(C(=O)NCCCN3CCOCC3)c2)cc1F
84	4	C=CCn1c(SCCC#N)nnc1-c1ccncc1
85	-3	COc1ccc(C2SCC(=O)N2c2c(C)n(C)n(-c3ccccc3)c2=O)c(OC)c1 (stereo unspecified)
86	1	Nc1nonc1-n1nnc(C(=O)N/N=C/c2cccc(Cl)c2)c1CN1CCCC1
87	-1	CC(C)NC(=O)c1ccccc1-c1ccccc1
88	4	O=C(N/N=C/c1cc([N+](=O)[O-])cc([N+](=O)[O-])c1O)C(O)(c1ccccc1)c1ccccc1
89	-2	C[C@@H]1CN([C@@H](C)CO)C(=O)c2cc(NS(=O)(=O)c3cccs3)ccc2O[C@H]1CN(C)Cc1ccc(C(F)(F)F)cc1
90	3	COC(=O)[C@@]1(OC(C)=O)CC(OC(C)=O)[C@H](OC(C)=O)[C@H](OC(C)=O)C1Br (stereo partly specified)
91	-1	O=S1(=O)CCOC[C@H](c2ccccc2)N1Cc1ccccc1F
92	4	Clc1ccc(Nc2ccc(Cl)nn2)cc1
93	0	COc1ccc(C2/C=C\CN(CC(C)(C)C)CC(=O)N2Cc2ccc(F)cc2)cc1 (stereo unspecified)
94	0	CCOC(=O)[C@]12CCC=C1N(Cc1ccccc1)C(=O)[C@H](CC(=O)NCCc1ccccc1OC)C2
95	3	O=C(NNc1cc(Cl)cc(Cl)c1)c1cccs1
96	-7	CC(C)c1ccc(NC(=O)COC(=O)C2CC3C=CC2C3)cc1 (stereo unspecified)
97	-2	C[C@H](CO)N1C[C@H](C)[C@@H](CN(C)S(=O)(=O)c2ccc(F)cc2)Oc2ccc(NC(=O)c3ccncc3)cc2C1=O
98	1	CCC(NC(=O)OCc1ccccc1)C(=O)Oc1ccc2ccc(=O)oc2c1 (stereo unspecified)
99	-1	Cn1c(=O)cc(OCC(=O)N2CCN(c3ccccc3Cl)CC2)c2ccccc21
100	-4	Cc1ccccc1-n1c(-c2ccncc2)n[nH]c1=S
101	0	CC1CCN(C(=O)C2CCN(S(=O)(=O)N3CCC4(CC3)OCCO4)CC2)CC1
102	1	O=C(NCCCc1ccccc1)c1ccc(Br)o1
103	0	CCNC(=S)N=Nc1c(O)[nH]c2ccc([N+](=O)[O-])cc12
104	-2	O=C(CSc1nnc(-c2ccco2)n1-c1ccccc1)N1CCOCC1
105	0	Cc1ccc(/C=N/NC(=O)c2nn(C)cc2Cl)cc1

Down the list, from the results shown:
TbREL1 inh, entries 3–11 → 2, 5, 4, 0, 0, -2, -1, 0, -2

Some values from above.
Under TbREL1 inh, compound 56 is entered as 0
Under TbREL1 inh, compound 78 is entered as 0
Under TbREL1 inh, compound 61 is entered as -7
Under TbREL1 inh, compound 80 is entered as 1
Under TbREL1 inh, compound 44 is entered as -3

More entries follow.
entry	TbREL1 inh	Molecule
106	1	CCOC(=O)N1CCN(CC(=O)Nc2cc3c(cc2C(C)=O)OCO3)CC1
107	-1	Cc1ccc(-n2c3c(c(O)c(-c4ccccc4)c2=O)C(=O)CC(C)(C)C3)cc1
108	-2	COc1ccccc1NC(=O)O[C@@H]1CC[C@@]23CCCN2C(=O)CCC[C@H]3C1
109	-3	N#CC1=C(N)S[C@@H](C(=O)c2ccc(F)cc2)[C@@H]1c1cccs1
110	1	Cc1ccc(C)n1-c1ccc(-c2ccnc(N)n2)cc1
111	-2	CCc1nnc(NC(=O)CSc2nnc(COc3ccccc3)n2Cc2ccccc2)s1
112	4	Cn1c(Sc2ccccc2Cl)c(C=O)c2ccccc21
113	-5	CC(C)C[C@H]1CNC(=S)N1CC1CCN(CC2CCC(C(C)(C)C)CC2)CC1 (stereo partly specified)
114	-2	CCOc1ccc(-n2c(SCC(=O)Nc3cccc4ccccc34)nnc2-c2ccccc2)cc1
115	1	Cn1nnc(NC(=O)c2ccco2)n1
116	-4	O=C(CSc1nc2c(c(=O)n1-c1ccc(Cl)cc1)SCC2)Nc1ccc2c(c1)OCCO2
117	0	O=C1C2C3CCC(C3)C2C(=O)N1Cc1ccccc1 (stereo unspecified)
118	5	O=C(NCCc1ccccc1)OCc1cn(-c2c(F)cccc2F)nn1
119	1	Cc1cc(NC(=O)CSc2nc3ccccc3[nH]2)no1
120	1	CSc1ccc(Cn2c(C)c(C(=O)NCc3ccc(F)cc3)sc2=O)cc1
121	11	O=c1c2c(-c3ccccc3)csc2nc2c3ccccc3c(NCCN3CCOCC3)nn12
122	0	CC(=O)c1ccccc1OCCOc1ncnc2sccc12
123	0	CCC1(CC)C(=O)N(C)C(=O)NC1=Nc1ccc(OC)cc1
124	6	CC(C)OCCCNC(=O)C1CCC(CNS(=O)(=O)c2ccccc2)CC1 (stereo unspecified)
125	7	Oc1ccc2nc(Cc3ccccc3)[nH]c2c1
126	0	CN(C(=O)c1ccc(NC(=O)Cc2cccc(NC(=O)C3CCN(C(=O)c4ccccc4)CC3)c2)cc1)C1CCCC1
127	8	OCC1(CO)COC(/C=C/c2ccccc2)=N1

Source: PubChem BioAssay (The Scripps Research Institute Molecular Screening Center)

This is a subset; rates above refer to the full screens.
